BoNT-A LC inh2 – blocks Botulinum neurotoxin A light chain protease. multiplex microsphere protease substrate cleavage, flow cytometry. inhibition, % at 10 µM. hit rate 0.17% among 360,000; note: plate controls were buffer without enzyme for full effect and enzyme alone for no effect
BoNT-F LC inh – inhibitors of Botulinum neurotoxin F light chain protease; inhibition, % at 10 µM; Multiplex microsphere protease cleavage assay, flow cytometry; hit rate 0.22% among 360,000; in the data active = inhibition above about 35%, passing the limit was not always enough; inconclusive = no clear call, values can overlap the other calls; note: plate controls were buffer without enzyme for full effect and enzyme alone for no effect
Yp Topo-I inh – blocks Yersinia pestis topoisomerase I activity; Y. pestis Topo-I cleavage product accumulation, plate reader; activity, % at 10 µM; hit rate 0.064% among 360,000; in the data active = activity above about 50%, passing the limit was not always enough; inconclusive = no clear call, values can overlap the other calls; note: inactives centre near 2
Anthrax LF inh2 – anthrax lethal factor protease inhibition; P15917; multiplex microsphere protease cleavage assay, LF; inhibition, % at 10 µM; hit rate 0.12% among 360,000; note: plate controls were buffer without enzyme for full effect and enzyme alone for no effect
CCHFV vOTU inh – blocks the CCHF virus ovarian tumor domain protease; hit rate 0.55% among 370,000; CCHFV vOTU protease, Pep-AMC fluorescence; inhibition, % at 11.5 µM; in the data active = inhibition above about 30%; note: 0% = vehicle wells with enzyme and 100% = no enzyme wells
PrPC surface inh – reduces human prion protein on the cell surface; AID 720596; P04156; hit rate 0.43% among 370,000; cell surface PrPC, TR-FRET read-out; inhibition, % at 13.8 µM; in the data active = inhibition above about 24%; note: 0% = median of the test wells and 100% = reference compound wells
FadD28 FP inh – inhibitors of Mycobacterium tuberculosis FadD28 bisubstrate binding; FadD28 bisubstrate probe binding, fluorescence polarization; inhibition, % at 12.5 µM; hit rate 0.22% among 360,000; AID 588549; in the data active = inhibition above about 8.5%, passing the limit was not always enough; inconclusive = no clear call, values can overlap the other calls
PfHsp40 rescue – rescue of PfHsp40-mediated yeast toxicity; S. cerevisiae expressing PfHsp40, growth rescue, ATP luminescence; growth rescue, % at 12.5 µM; hit rate 0.68% among 340,000; AID 504582; in the data active = growth rescue above about 28%, passing the limit was not always enough; inconclusive = no clear call, values can overlap the other calls;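 note: yeast W303a lacking pdr1 and pdr3 grown in galactose medium; growth measured after three days at 30 °C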
TcdB inh – blocks C. difficile toxin B glycohydrolase activity; P18177; TcdB glycohydrolase enzymatic assay, plate reader; inhibition, % at 9.99 µM; hit rate 0.24% among 350,000; in the data active = inhibition above about 10%
An asterisk follows results filed as active; ? = inconclusive; / = not tested or not shown. Cut-off read from the data, not from the text of the source, unless noted: active = inhibition above about 30%; inconclusive = no clear call, values can overlap the other calls; inactive = below that.

SMILES	BoNT-A LC inh2	BoNT-F LC inh	Yp Topo-I inh	Anthrax LF inh2	CCHFV vOTU inh	PrPC surface inh	FadD28 FP inh	PfHsp40 rescue	TcdB inh
Cc1ccc(-c2nnn(CC(=O)N3CCN(c4ccccc4)CC3)n2)o1	-2.2	-15	-1	-4	-3	-1	-0.6	-1.7	0.6
COc1ccc(N(CC(=O)NC2CCCC2)C(=O)CCC(=O)Nc2cc(C)on2)cc1OC	-0.8	-2	5	-2	6	0	/	-0.1	1.0
O=C(Nc1ccc(Cl)c(Cl)c1)C1CCN(C(=O)c2ccco2)CC1	-1.3	2	3	-2	-7	5	-3.6	0.8	-0.3
Cc1nc2ccc(NC(=O)c3oc4ccc(F)cc4c3C)cc2s1	0.8	8	-10	-2	/	/	-1.1	-2.1	/
CCC(=O)N1CCN(c2ccccc2NC(=O)COc2cccc(C)c2)CC1	-0.1	-7	27	-4	-12	0	-0.4	2.0	0.5
O=C(CCCOc1ccccc1)NC(=S)Nc1ccccc1	0.6	-2	3	-11	10	4	-0.1	-0.6	0.6
CC(C)(C)OC(=O)NCCCCCc1nnc(SCC(N)=O)o1	0.1	-8	-3	2	-9	5	-0.6	-1.2	/
CCOC(=O)C(Cc1ccc(NC(C)=O)cc1)N1C(=O)c2ccccc2C1=O (stereo not given)	0.0	0	8	-5	8	-4	-4.3	0.0	0.0
CCN(C(=O)COC(=O)c1ccc(OC)c(S(=O)(=O)N(C)Cc2ccccc2)c1)C1CCS(=O)(=O)C1 (stereo not given)	/	/	22	/	-6	3	-1.5	0.6	1.0
CC(C)(C)NC(=O)CN1CCCN(C(=O)c2cccc(S(=O)(=O)N3CCc4ccccc43)c2)CC1	0.4	-7	16	-11	-2	6	-1.8	14	0.0
O=C(NCCCO)C(=O)NCCc1ccc(Cl)cc1	-1.0	0	4	-2	-7	7	-4.0	-1.8	/
COc1cc(-c2onc3ccc(Br)cc23)cc(OC)c1OC	-0.5	-8	-12	-2	8	-9	-3.4	0.2	-0.2
CCN1/C(=C2/SC(=S)N(NC(C)=O)C2=O)Sc2ccc(OC)cc21	3.7	?	-3	14	10	-17	-1.1	0.2	0.2
COc1ccc(CNC(=O)COC(=O)c2ccc(F)c(S(=O)(=O)N3CCOCC3)c2)cc1	-1.1	-17	4	-6	-1	-2	-0.8	0.7	0.3
Cc1c(NC(=O)C2CCCCN2S(=O)(=O)c2ccc(Cl)cc2)c(=O)n(-c2ccccc2)n1C (stereo not given)	-0.9	1	4	-8	7	-5	0.0	-0.9	0.4
Cn1c(O)c(C=NC2CCN(Cc3ccccc3)CC2)c(=O)[nH]c1=O	?	?	3	-8	8	3	-3.2	-0.4	1.6
NC1=NC[C@H](Cc2ccccc2)N1CCc1cccc(F)c1	-0.4	-10	-1	7	2	-3	-3.9	1.1	-1.1
Cc1ccc(NC(=O)COC(=O)CCn2c(C)csc2=O)cc1S(=O)(=O)N1CCOCC1	-0.4	6	5	-2	-2	-4	-4.9	0.1	1.4
COc1cccc2cc(-c3cn4cccc(C)c4n3)c(=O)oc12	0.5	8	5	-2	-1	-6	-0.3	0.4	/
CC1C=CCC2C(=O)N(c3cccc(C(=O)Nc4ccc(F)cc4)c3)C(=O)C12 (stereo not given)	1.0	1	-8	-5	-6	4	0.0	0.9	-1.2
CN1CCN(S(=O)(=O)c2ccc(Oc3ccc(F)c(Cl)c3)nc2)CC1	-0.4	-9	-11	-2	-9	6	-2.1	-1.4	1.1
Cc1cccc(NC(=O)Cn2c(=O)oc3ccccc32)c1	-0.9	-14	2	-2	9	7	35*	0.4	/
O=C(CN(C(=O)CCC(=O)Nc1nccs1)c1ccccc1F)NCc1ccccc1	1.0	-5	7	0	3	1	/	-0.6	1.6
COc1cccc(-c2cc(C(F)(F)F)n3ncc(S(=O)(=O)c4ccccc4)c3n2)c1	0.2	-2	-6	-3	11	-3	-2.4	-0.5	/
O=S(=O)(Nc1nc2ccccc2nc1Cl)c1ccccc1C(F)(F)F	-0.7	-9	11	2	2	6	-1.2	-0.4	1.9
O=C(NCc1cccc(Cl)c1)NC(=O)c1csc([N+](=O)[O-])c1	-0.3	-3	-7	-6	-13	-1	-3.0	-0.5	0.1
Cc1cccn2c(=O)c3cc(C#N)c(=N)n(CCN4CCOCC4)c3nc12	0.4	5	2	2	/	/	0.0	-0.6	/
N#Cc1ccc(NC(=S)NC(=O)C2CCCCC2)cc1	0.0	6	7	-10	21	7	-0.1	7.6	-1.3
CC(=O)Nc1ccc(NC(=O)CSc2nnc(-c3ccco3)n2Cc2ccco2)cc1	-0.5	1	-8	0	-14	-1	-2.5	-0.8	/
COc1ccc(-n2nc(C(=O)NCC(=O)NC3CCCCCC3)c3ccccc3c2=O)cc1OC	0.1	6	37	-2	0	-7	/	-0.8	0.3
CCN1C(=O)CC(c2ccc(OC(C)C)cc2)C1=O (stereo not given)	0.4	?	-6	-4	-5	0	-2.2	-0.8	1.4
CCC(CCc1ccccn1)C(=O)c1ccccc1 (stereo not given)	1.0	6	-3	-6	-5	1	1.2	-1.0	0.8
Cn1nc(C(=O)NCC(c2cccs2)N2CCOCC2)c2ccccc2c1=O (stereo not given)	-0.5	0	7	-4	15	-5	-1.3	-1.3	2.4
COc1ccc(-c2cc(C(=O)N3CCCC3)no2)cc1OC	0.4	-9	5	8	4	12	-2.6	-1.1	1.9
Cc1cc(NC(=O)CSCC(=O)Nc2nc3ccccc3s2)no1	0.0	-6	-7	-4	18	8	-1.8	-0.8	1.0
COc1ccc(C(=O)NC(C)c2ccc(-n3ccnc3)cc2)cc1[N+](=O)[O-] (stereo not given)	-1.6	12	-2	-2	3	4	-1.1	-1.8	0.3
CC(C)(C)NC(=O)NC(=O)COC(=O)Cn1cnc2ccccc2c1=O	-0.3	0	-1	1	-1	-7	-2.4	1.1	2.8
COc1cc(Br)cc(CNc2ccc(F)c([N+](=O)[O-])c2)c1O	-0.7	-1	-7	-1	14	-6	-6.9	?	0.0
Cc1ccc(NC(=S)NCCc2c[nH]c3ccccc23)c(C)c1	0.9	8	1	3	10	7	-2.0	0.5	-0.1
COc1ccc2c(c1)C1CC(C)(NC(=O)C1S(=O)(=O)c1ccc(F)cc1)O2 (stereo not given)	0.9	6	0	0	-6	-1	-1.5	-1.0	3.0
CC1CCC(NC(=O)COC(=O)C2=NN(c3ccccc3)C(=O)CC2)CC1 (stereo not given)	0.6	-8	-12	-6	-1	-3	0.9	0.1	0.3
CCOC(=O)c1c(NC(=O)CSc2nnc(-c3ccco3)o2)sc(C(C)=O)c1C	0.3	5	18	0	10	15	-4.9	1.3	/
COc1ccc(/C=C(\NC(=O)c2cccs2)C(=O)NC(C)(C)C)cc1OC	-0.5	-30	-4	-2	11	-9	-0.7	0.4	1.1
Cc1cc(C(=O)N/N=C/c2ccc(OCc3ccccc3)cc2)c(C)o1	-0.7	-8	4	-6	-10	0	-2.8	0.8	0.2
CC(C)NC(=O)C1CCN(C(=O)N(C)C)CC1	-0.9	0	-7	-1	-15	-4	0.7	0.4	/
O=C1C=CC2(C=C1)O[C@H](Cc1ccccc1)[C@@H](Cc1ccccc1)O2	-0.3	0	40	-4	8	89*	-2.7	-0.6	1.2
Cc1cc(C)n(CC(O)COCc2ccccc2)n1 (stereo not given)	?	-3	1	-1	-1	2	-1.6	-1.1	0.7
CCCCn1c(N)c(N(CCOC)C(=O)c2nn(CC)c(=O)c3ccccc23)c(=O)[nH]c1=O	5.9	-2	-5	-1	-3	6	0.2	-0.6	0.4
COc1cc(C(=O)NC2CCCc3c2cnn3-c2ccccc2F)cc(OC)c1OC (stereo not given)	-0.5	7	11	-3	3	17	-0.8	0.5	0.3
Cc1ccc(NC(=O)CSc2ncn(-c3ccccc3)n2)cc1C	2.8	2	-2	2	4	3	-1.4	-0.6	1.2

Complete entries, quoted from the list. Values in the order: BoNT-A LC inh2	BoNT-F LC inh	Yp Topo-I inh	Anthrax LF inh2	CCHFV vOTU inh	PrPC surface inh	FadD28 FP inh	PfHsp40 rescue	TcdB inh
`COc1ccc(CNC(=O)COC(=O)c2ccc(F)c(S(=O)(=O)N3CCOCC3)c2)cc1` is listed with -1.1	-17	4	-6	-1	-2	-0.8	0.7	0.3
`Cc1ccc(-c2nnn(CC(=O)N3CCN(c4ccccc4)CC3)n2)o1` is listed with -2.2	-15	-1	-4	-3	-1	-0.6	-1.7	0.6

Next records:
SMILES	BoNT-A LC inh2	BoNT-F LC inh	Yp Topo-I inh	Anthrax LF inh2	CCHFV vOTU inh	PrPC surface inh	FadD28 FP inh	PfHsp40 rescue	TcdB inh
CCOC(=O)CNC(=O)CNC(=O)c1ccc(OC(C)C)cc1	1.7	-32	-1	-13	-17	6	-1.0	/	0.3
COc1ccc(CCC(=O)NCCS(=O)(=O)N2CCN(c3ccc(OC)cc3)CC2)cc1	0.1	2	23	-1	2	10	-7.3	-0.5	0.8
CCOCC(=O)Nc1nc2ccccc2s1	0.5	3	3	-5	-4	7	-5.7	-0.7	/
CCOc1ccc(C2c3[nH]c4ccccc4c3CCN2Cc2cccn2-c2ncccn2)cc1 (stereo not given)	0.9	4	9	-4	-9	-6	-2.1	-0.1	0.7
COc1cc(C(=O)NNC(=S)NC(=O)c2ccc(F)cc2)cc(OC)c1OC	-1.1	-18	1	0	-4	-3	1.8	7.6	-0.4
Cc1ccc(C(=O)Nc2ccc(C(=O)N/N=C/c3cccnc3)cc2)cc1	-5.9	-20	3	-4	-11	6	-2.3	0.7	1.0
Cc1nc(-c2ccc(S(=O)(=O)Nc3cc(S(=O)(=O)N(C)C)ccc3C)s2)cs1	0.6	16	-3	-12	-1	1	-2.8	0.6	1.0
CNC(C(=O)c1ccccc1)C(OC)c1ccc(C)cc1 (stereo not given)	0.4	-4	-3	-1	20	8	-1.5	1.0	/
O=C(CSc1ccccn1)Nc1nc2ccccc2s1	-0.4	8	2	1	4	1	-2.1	2.9	/
COc1ccc(CNCCNC(=O)c2nonc2N)cc1OC	0.3	?	3	-9	1	-4	-0.4	-1.0	0.9
COc1ccc(-c2noc(N3CCC(C(=O)NCCCN4CCC(C)CC4)CC3)n2)cc1	-0.4	-5	-5	-7	17	0	-4.0	-1.2	0.3
COc1cc2c(cc1OC)CN(CC(=O)Nc1cccc(C)c1)CC2	0.0	-7	11	-2	-5	3	-1.5	0.7	/
COc1cc2c(cc1OC)CN(C(=O)CSc1nnc3scc(-c4ccccc4)n13)CC2	-0.9	-4	19	-11	0	-2	-3.1	-0.6	0.5
S=C(NCCN1CCOCC1)Nc1cccc(Cl)c1	-0.3	-8	-8	2	-2	-9	-1.6	-1.4	/
O=C(COC(=O)c1ccc(Br)o1)Nc1ccc2c(c1)OCCO2	2.3	-5	-3	10	5	-1	/	-0.1	-0.8

In the list so far, 8 contain two or more sulfur atoms:
SMILES	BoNT-A LC inh2	BoNT-F LC inh	Yp Topo-I inh	Anthrax LF inh2	CCHFV vOTU inh	PrPC surface inh	FadD28 FP inh	PfHsp40 rescue	TcdB inh
CCN(C(=O)COC(=O)c1ccc(OC)c(S(=O)(=O)N(C)Cc2ccccc2)c1)C1CCS(=O)(=O)C1 (stereo not given)	/	/	22	/	-6	3	-1.5	0.6	1.0
CCN1/C(=C2/SC(=S)N(NC(C)=O)C2=O)Sc2ccc(OC)cc21	3.7	?	-3	14	10	-17	-1.1	0.2	0.2
Cc1ccc(NC(=O)COC(=O)CCn2c(C)csc2=O)cc1S(=O)(=O)N1CCOCC1	-0.4	6	5	-2	-2	-4	-4.9	0.1	1.4
Cc1cc(NC(=O)CSCC(=O)Nc2nc3ccccc3s2)no1	0.0	-6	-7	-4	18	8	-1.8	-0.8	1.0
CCOC(=O)c1c(NC(=O)CSc2nnc(-c3ccco3)o2)sc(C(C)=O)c1C	0.3	5	18	0	10	15	-4.9	1.3	/
Cc1nc(-c2ccc(S(=O)(=O)Nc3cc(S(=O)(=O)N(C)C)ccc3C)s2)cs1	0.6	16	-3	-12	-1	1	-2.8	0.6	1.0
O=C(CSc1ccccn1)Nc1nc2ccccc2s1	-0.4	8	2	1	4	1	-2.1	2.9	/
COc1cc2c(cc1OC)CN(C(=O)CSc1nnc3scc(-c4ccccc4)n13)CC2	-0.9	-4	19	-11	0	-2	-3.1	-0.6	0.5
